Screens as filed in PubChem.
JMJD2A Tudor = inhibitors of human JMJD2A Tudor domain; 390,000 compounds, 4.4% hits; Potency, µM (titrated, usually from 114 µM), for inactives: top-dose activity change, negative = inhibition, actives largely listed as inhibitors; O75164; AlphaScreen JMJD2A-Tudor / H3K4me3 peptide binding; AID 504339; note: % is set by controls: 0 for no effect and ±100 for the full control effect; nearly all actives have a fitted effect of over 50% in size
APE1 inh = APE1 (human) endonuclease inhibition. 350,000 compounds, 0.35% hits. Potency, µM (series often up to 65.8 µM), without a hit: at the highest dose activity change, negative = inhibition, usual class: inhibitors. recombinant APE1, TAMRA/BHQ-2 abasic DNA cleavage fluorescence. AID 2517. P27695;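 note: plate controls were vehicle for no effect and reference inhibitor for full effect; nearly all actives have a fitted effect of over 55% in size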
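Compound pre-exposure to 0.75 nM APE1, 15 min at ambient temperature. Reaction initiated with 50 nM TAMRA/BHQ-2 THF substrate, read immediately in kinetic mode, 525 nm excitation, 598 nm emission.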
BLM helicase inh = blocks DNA unwinding by human BLM helicase; recombinant BLM DNA unwinding, fluorescence dequenching; Potency, µM (top dose mostly 56.1 µM), inactives show top-dose activity change, negative = inhibition, most hits filed as inhibitors; 350,000 compounds, 0.2% hits; AID 2528;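 note: plate controls were vehicle for no effect and no enzyme for full effect; nearly all actives have a fitted effect of over 35% in size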
BAZ2B inh = BAZ2B (human) inhibition. AlphaScreen BAZ2B-H3K14Ac peptide displacement. 360,000 compounds, 4.4% hits. AID 504333. Potency, µM (series often up to 114 µM), inactives show at the top dose activity change, negative = inhibition, most hits filed as inhibitors. Q9UIF8; note: % is set by controls: 0 for no effect and ±100 for the full control effect; nearly all actives have a fitted effect of over 60% in size
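Multi-concentration screen (max 110 uM) measuring displacement of acetylated histone H3 peptide from BAZ2B by AlphaScreen, using 50 nM protein, 50 nM peptide and 10 ug/mL streptavidin donor plus Ni-chelate acceptor beads.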
G9a block = inhibitors of human histone lysine methyltransferase G9a; G9a H3K9 monomethylation, AlphaScreen, 2 h; AID 504332; Q96KQ7; 350,000 compounds, 8.8% hits; Potency, µM (top dose mostly 102 µM), without a hit: top-dose activity, negative = inhibition, usual class: inhibitors; note: % is set by controls: 0 for no effect and ±100 for the full control effect; nearly all actives have a fitted effect of over 75% in size
Target sequence (Q96KQ7 913-1193 limits assumed): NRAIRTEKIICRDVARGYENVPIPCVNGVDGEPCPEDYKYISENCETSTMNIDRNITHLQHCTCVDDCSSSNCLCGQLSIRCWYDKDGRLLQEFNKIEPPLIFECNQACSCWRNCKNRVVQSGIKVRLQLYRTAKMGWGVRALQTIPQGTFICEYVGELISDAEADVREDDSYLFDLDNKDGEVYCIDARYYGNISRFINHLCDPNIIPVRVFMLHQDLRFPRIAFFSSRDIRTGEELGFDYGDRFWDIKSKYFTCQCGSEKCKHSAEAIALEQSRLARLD
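Enzyme 20 nM + cpd, 15 min RT; add b-H3K9 pep 500 nM / SAM 20 uM; 2 h RT; anti-H3K9me1 Ab 0.5 ug/mL + SA donor / anti-rabbit acceptor beads 20 ug/mL each, 10 min; AlphaScreen read.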
POLH inh = inhibitors of human DNA polymerase eta; Q9Y253; Potency, µM (highest dose often 114 µM), for the others: at the top dose activity change, negative = inhibition, hits mostly inhibitors; 390,000 compounds, 1.2% hits; AID 588591; recombinant Pol eta, fluorescent DNA replication assay; note: % is set by controls: 0 for no effect and ±100 for the full control effect
Target sequence (Q9Y253 whole entry, looked up): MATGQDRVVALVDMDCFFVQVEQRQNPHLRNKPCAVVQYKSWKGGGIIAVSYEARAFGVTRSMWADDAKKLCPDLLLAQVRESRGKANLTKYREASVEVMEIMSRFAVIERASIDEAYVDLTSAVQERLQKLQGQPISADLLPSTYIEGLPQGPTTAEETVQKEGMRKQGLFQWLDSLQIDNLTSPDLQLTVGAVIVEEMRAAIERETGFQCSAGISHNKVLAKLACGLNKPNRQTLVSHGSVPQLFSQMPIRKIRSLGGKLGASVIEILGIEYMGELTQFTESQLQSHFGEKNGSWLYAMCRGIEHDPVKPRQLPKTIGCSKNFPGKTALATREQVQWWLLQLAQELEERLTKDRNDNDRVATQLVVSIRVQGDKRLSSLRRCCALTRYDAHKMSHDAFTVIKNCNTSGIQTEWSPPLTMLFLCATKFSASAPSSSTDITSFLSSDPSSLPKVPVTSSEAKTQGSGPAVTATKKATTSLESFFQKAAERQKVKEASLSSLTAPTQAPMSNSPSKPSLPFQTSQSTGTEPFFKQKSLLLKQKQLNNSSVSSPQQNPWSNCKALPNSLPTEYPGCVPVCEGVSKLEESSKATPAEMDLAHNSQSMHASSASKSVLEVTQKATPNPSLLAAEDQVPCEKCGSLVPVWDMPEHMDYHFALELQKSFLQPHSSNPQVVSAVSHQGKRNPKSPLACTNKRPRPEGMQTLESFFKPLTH
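Pol eta at 10 nM preincubated with compounds 15 min at room temperature; reaction started with fluorescent substrate (50 nM final) and read kinetically at 0 and 10 min.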
Pol kappa inh = DNA polymerase kappa (human) inhibition; 400,000 compounds, 0.53% hits; Potency, µM (titrated, usually from 107 µM), for the others: at the highest dose activity, negative = inhibition, usual class: inhibitors; Q9UBT6; purified Pol kappa, fluorescent DNA synthesis assay, 10 min; note: % is set by controls: 0 for no effect and ±100 for the full control effect
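Kinetic fluorescence readout at 0 and 10 min followed reaction start with substrate at 50 nM final. Beforehand, enzyme (10 nM Pol kappa) stood 15 min with compound at room temperature; buffer-only wells were negative controls.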
Pol beta inh = inhibitors of human DNA polymerase beta; P06746; Pol beta primer extension/strand displacement, fluorescence kinetic; Potency, µM (titrated, usually from 114 µM), inactives show at the highest dose activity change, negative = inhibition, usual class: inhibitors; 340,000 compounds, 1.3% hits; note: % is set by controls: 0 for no effect and ±100 for the full control effect
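10 nM enzyme + cpd, 15 min RT; start with substrate 50 nM final; read 0 min and after 10 min RT. Corrected, normalized data; 4-parameter Hill curve fit.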
Pol iota inh = blocks human DNA polymerase iota activity | Potency, µM (highest dose often 115 µM), for inactives: at the highest dose activity, negative = inhibition, hits mostly inhibitors | Q9UNA4 | Pol iota fluorescent replication assay, 10 min | 390,000 compounds, 1% hits
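Fluorescent replication assay read twice, at 0 min and 10 min after adding 50 nM (final) substrate. Enzyme (10 nM) and compounds were first incubated 15 min at room temperature; enzyme-free buffer wells were negative controls.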
Numbers without * were called inactive; ? = inconclusive; / = not tested or not shown; & = joins results of further samples; [ ] = another dose, or the depositor's remark. Calls come from the whole dose curve; as a rule, active = well fitted curve in the direction sought with a large enough effect; inconclusive = small, poorly fitted or top-dose-only effect, or another doubt; inactive = no such curve, though single readings can be large; an effect the other way counts as inactive or inconclusive. Potency is the fitted concentration of half-maximal effect. Not all compounds are listed. The share of hits here may be higher or lower than overall.

nr	SMILES	JMJD2A Tudor	Pol kappa inh	BLM helicase inh	POLH inh	G9a block	APE1 inh	Pol iota inh	BAZ2B inh	Pol beta inh
1	Cc1cccc(CN2CCN(Cc3ccc(Cl)cc3)CC2)c1	1.1µM*	-7%	3%	-16%	7.1µM*	1%	17%	32µM*	19%
2	O=C(COC(=O)Cc1ccccc1)Nc1ccc(SC(F)F)cc1	-13%	5%	-5%	-14%	36%[59 µM]	-1%	-20%	-1%	-21%
3	O=C1C(Cl)=C(Cl)C(=O)C(Cl)=C1Cl	/	?	-11%	/	?	40µM*	/	/	/
4	COc1cccc(CNCCc2ccccc2)c1OC	-12%	-10%	-1%	-14%	5%	-4%	53%[activator]	-11%	15%
5	Cc1ccc2c(c1)[C@@H]1CN(C)CC[C@@H]1N2C(=O)Nc1cccc(C(F)(F)F)c1	-9%	-7%	-3%	-16%	-1%	-6%	2%	-7%	-11%
6	CC(=O)c1ccc2c(c1)C1C(Cl)C(Sc3ccccc3[N+](=O)[O-])CC1C(C(=O)O)N2 (stereo unspecified)	35µM*	?	?	3.5µM*	7.9µM*	?	?	10µM*	40µM*
7	CCc1cccc(NC(=O)CN2C(=O)CN=C(c3ccccc3F)c3cc(Cl)ccc32)c1	-20%	-5%[60.1 µM]	-13%	-18%	1%[59 µM]	/	?	-4%	-29%
8	CN1C(=O)C(=Cc2ccc(N3CCCCCC3)o2)C(=O)N(C)C1=S	?	-22%	0%	?	45µM*	-3%	?	?	?
9	CCOC(=O)c1c(/N=C/c2c(O)n(-c3ccccc3F)c(=S)[nH]c2=O)sc2c1CCCC2	?	-4%	-10%	-4%	-7%[12.7 µM]	-4%	?	?	13%
10	CCCCC(=O)N/N=C/c1c(O)n(CC)c(=S)[nH]c1=O	?	-5%	4%	-20%	-11%[59 µM]	-2%	20%	?	26%
11	CSc1ccc(C(=O)C2CCCN(CCCn3cccn3)C2)cc1 (stereo unspecified)	1%	-13%	0%	-17%	-7%	-2%	33%[activator]	-3%	-25%
12	CCCOc1ccc(C(=O)CCC(=O)NNC(=O)c2ccncc2)cc1	-6%	-14%	0%	-28%	56%[activator]	13%	12%	5%	30%
13	COC(=O)C12CCc3c(ccc4cc(OC)ccc34)C1=CC(=O)C2 (stereo unspecified)	-15%	-5%	/	-14%	/	/	32%[activator]	/	/
14	O=C(Cc1ccc(Cl)c(Cl)c1)NCC1(N2CCOCC2)CCCCC1	-6%	-8%	-1%	-3%	-9%	-1%	12%	-15%	-2%
15	CNC(C(=O)c1ccccc1)C(OC)c1ccccc1 (stereo unspecified)	14%	-4%	3%	-5%	?	0%	?	-37%	0%
16	COC(=O)N1CCC2(CCN(CC(C)C)CC2)CC1	/	-6%[60.1 µM]	2%	/	9%[12.7 µM]	21%	/	/	/
17	O=C(c1cc(S(=O)(=O)N2CCCCC2)ccc1F)N1CCC2(CC1)OCCO2	-2%	-5%	0%	-5%	7%	1%	?	10%	-20%
18	CC1=C2C3OC(=O)C(C)C3CC[C@@]2(C)C=CC1=O (stereo partly specified)	7%	-3%[60.1 µM]	2%&0%	-8%	10%	?	19%	4%	18%
19	NC(=S)NN=C1CCC2(CCCCC2)CC1	-16%	-2%	/	-16%	/	/	102%[activator]	/	/
20	Cc1cc(N2C(=O)C3CCCN3C2c2ccccc2)no1 (stereo unspecified)	28µM*	-15%	-2%	-1%	?	-3%	-8%	?	39%
21	CN(C)C1C(=O)C(C(N)=O)=C(O)[C@@]2(O)C(=O)C3=C(O)c4c(O)ccc(Cl)c4[C@](C)(O)C3CC12 (stereo partly specified)	/	?	-10%	/	?	?	/	/	/
22	O=P(N1CCCCC1)(N1CCCCC1)C(Cl)(Cl)Cl	15%	-7%	0%	-6%	?	5%	-3%	-14%	-4%
23	COC(=O)C1=C(c2ccc(OC(F)(F)F)cc2)C[C@@H]2CC[C@H]1N2C(=O)NCC1CC1	-13%	-11%	/	-11%	-4%[0.501 µM]	-12%	-3%	9%	/
24	COc1ccc(N2C(=O)/C(=C/c3ccc(C)o3)C(=O)NC2=S)cc1	32µM*	-96%	-8%	13µM*	10µM*	-3%	25µM*	45µM*	35µM*
25	C#C[C@]1(O)CC[C@H]2[C@@H]3CCC4=Cc5nc6nc7ccccc7n6cc5C[C@]4(C)[C@H]3CC[C@@]21C	-6%	-24%	/	-21%	25µM*	5%	?	3%	/

Arranged by count of non-hydrogen atoms (high to low): 10 of the compounds above.
nr	SMILES	JMJD2A Tudor	Pol kappa inh	BLM helicase inh	POLH inh	G9a block	APE1 inh	Pol iota inh	BAZ2B inh	Pol beta inh
21	CN(C)C1C(=O)C(C(N)=O)=C(O)[C@@]2(O)C(=O)C3=C(O)c4c(O)ccc(Cl)c4[C@](C)(O)C3CC12 (stereo partly specified)	/	?	-10%	/	?	?	/	/	/
7	CCc1cccc(NC(=O)CN2C(=O)CN=C(c3ccccc3F)c3cc(Cl)ccc32)c1	-20%	-5%[60.1 µM]	-13%	-18%	1%[59 µM]	/	?	-4%	-29%
23	COC(=O)C1=C(c2ccc(OC(F)(F)F)cc2)C[C@@H]2CC[C@H]1N2C(=O)NCC1CC1	-13%	-11%	/	-11%	-4%[0.501 µM]	-12%	-3%	9%	/
17	O=C(c1cc(S(=O)(=O)N2CCCCC2)ccc1F)N1CCC2(CC1)OCCO2	-2%	-5%	0%	-5%	7%	1%	?	10%	-20%
12	CCCOc1ccc(C(=O)CCC(=O)NNC(=O)c2ccncc2)cc1	-6%	-14%	0%	-28%	56%[activator]	13%	12%	5%	30%
24	COc1ccc(N2C(=O)/C(=C/c3ccc(C)o3)C(=O)NC2=S)cc1	32µM*	-96%	-8%	13µM*	10µM*	-3%	25µM*	45µM*	35µM*
20	Cc1cc(N2C(=O)C3CCCN3C2c2ccccc2)no1 (stereo unspecified)	28µM*	-15%	-2%	-1%	?	-3%	-8%	?	39%
10	CCCCC(=O)N/N=C/c1c(O)n(CC)c(=S)[nH]c1=O	?	-5%	4%	-20%	-11%[59 µM]	-2%	20%	?	26%
18	CC1=C2C3OC(=O)C(C)C3CC[C@@]2(C)C=CC1=O (stereo partly specified)	7%	-3%[60.1 µM]	2%&0%	-8%	10%	?	19%	4%	18%
3	O=C1C(Cl)=C(Cl)C(=O)C(Cl)=C1Cl	/	?	-11%	/	?	40µM*	/	/	/

(continued)
nr	SMILES	JMJD2A Tudor	Pol kappa inh	BLM helicase inh	POLH inh	G9a block	APE1 inh	Pol iota inh	BAZ2B inh	Pol beta inh
26	CN(C)C(=O)Oc1ccc(OCc2cccc[n+]2C)cc1	8%	1%	-2%	-13%	?	-4%	213%[activator]	-2%	2%
27	CCOc1ccc(N2C(=O)/C(=C/c3ccc(C)o3)C(=O)NC2=S)cc1	25µM*	28µM*	-16%	4µM*	/	-19%	8.9µM*	?	28µM*
28	CN(Cc1ccccc1)C(=C(Cl)Cl)/C(=C1/NCCN1Cc1ccc(Cl)nc1)[N+](=O)[O-]	-26%	-9%	-7%	-19%	50µM*	3%	32%[activator]	-10%	-4%
29	CN(C)[C@@H]1C(=O)C(C(N)=O)=C(O)[C@@]2(O)C(=O)C3=C(O)c4c(O)ccc(Cl)c4[C@@](C)(O)[C@H]3C[C@@H]12	56µM*	-17%	-6%	3%	?	45%[activator]	-22%	18µM*	1%
30	COC(=O)C1=C(c2ccccc2OCc2ccccc2)C[C@@H]2CC[C@H]1N2C(=O)NCc1ccc(OC)c(OC)c1	-32%	-14%	/	-16%	25%[2.33 µM]	-12%	9%	-10%	/
31	Cc1ccc(S(=O)(=O)N(C)C)cc1NC(=O)C(C)[N+]12CCN(CC1)CC2 (stereo unspecified)	-14%	0%	-4%	1%	-14%	-1%	?	/	65%
32	COC(=O)CSc1n[nH]c(=S)s1	?	6%	-1%	-4%	7.9µM*	-1%	22%	-28%	3%
33	CCNCCNc1ccc([N+](=O)[O-])c2cccnc12	-26%	-14%	86%[activator]	-20%	/	2%	23%	-16%	0%
34	CC(=O)N1CN2CN(C1)CN(C(C)=O)C2	-2%	-9%	-16%	-15%	-8%	18%	4%	2%	14%
35	Cc1occc1C(=O)N1CCC2(CC1)OCCO2	-23%	5%	-4%	-6%	23%[59 µM]	-2%	15%	49%[activator]	0%
36	COC(=O)C1=C(c2cccc(C#N)c2)C[C@@H]2CC[C@H]1N2C(=O)N1CCc2cc(OC)c(OC)cc2C1	-26%	-13%	/	-11%	11%[2.33 µM]	-7%	12%	-11%	/
37	CC(C(=O)c1c[nH]c2ccccc12)N1CCOCC1 (stereo unspecified)	-9%	-18%	-1%	3%	7%	-1%	-2%	-3%	10%
38	COc1cc(CN2CCNCC2)cc(OC)c1OC	-17%	-19%	3%	-12%	/	5%	-7%	4%	1%
39	CC(C)(C)[C@]1(O)C[C@@H]2OC(=O)C[C@@]23C(=O)O[C@@H]2OC(=O)[C@@H](O)C213 (stereo partly specified)	-8%	-3%	/	-12%	/	-11%	0%	/	/
40	CCCCC/C=C\C/C=C\C/C=C\C/C=C\CCCC(=O)Nc1ccc(O)cc1	/	-21%[19.4 µM]	-26%&-24%	/	-8%[59 µM]	?	/	-20%	-7%
41	CCCCn1c(O)c(C(CC)=NCCCN(C)C)c(=O)[nH]c1=O	-5%	3%	-2%	-17%	?	-10%	4%	-25%	-26%
42	CC[C@H](OC(C)=O)C(C[C@H](C)N(C)C)(c1ccccc1)c1ccccc1	-24%	-3%	/	-5%	/	12%	4%	/	/

Full records from above:
Profile of CCOc1ccc(N2C(=O)/C(=C/c3ccc(C)o3)C(=O)NC2=S)cc1 : JMJD2A Tudor = 25µM*; Pol kappa inh = 28µM*; BLM helicase inh = -16%; POLH inh = 4µM*; G9a block = /; APE1 inh = -19%; Pol iota inh = 8.9µM*; BAZ2B inh = ?; Pol beta inh = 28µM*
Profile of CCCCC/C=C\C/C=C\C/C=C\C/C=C\CCCC(=O)Nc1ccc(O)cc1 : JMJD2A Tudor = /; Pol kappa inh = -21%[19.4 µM]; BLM helicase inh = -26%&-24%; POLH inh = /; G9a block = -8%[59 µM]; APE1 inh = ?; Pol iota inh = /; BAZ2B inh = -20%; Pol beta inh = -7%
